Screening data deposited in PubChem by National Center for Advancing Translational Sciences (NCATS).
rTrxR1 inhibitor: inhibitors of rat thioredoxin reductase 1. O89049. recombinant rTrxR1, NADPH fluorescence consumption, selenite substrate. Potency, µM (top dose mostly 114 µM), for inactives: top-dose activity change, negative = inhibition, most hits filed as inhibitors. 1% of 390,000 active. AID 588453; also: % is scaled to controls: 0 for no effect and ±100 for the full control effect; nearly all actives have a fitted effect of over 65% in size
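Rat TrxR1 (90 nM in the dispensed reagent) was pre-reduced with 400 uM NADPH for 5 min at room temperature, then incubated with compound for 15 min. After 400 uM selenite was added, NADPH fluorescence (Ex 340/Em 450 nm) was followed for 8 min.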
IDH1 R132H inh: human IDH1 R132H inhibition; IDH1-R132H enzyme, NADPH consumption, diaphorase/resazurin fluorescence; Potency, µM (series often up to 76.6 µM), without a hit: at the highest dose activity change, negative = inhibition, hits mostly inhibitors; 0.093% of 390,000 active; also: % is scaled to controls: 0 for no effect and ±100 for the full control effect; nearly all actives have a fitted effect of over 65% in size
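IDH1-R132H (0.5 ug/mL dispensed) in pH 7.5 Tris buffer was preincubated 30 min with compound, then given a substrate mix of 0.016 mM NADPH and 2 mM alpha-KG for 80 min at room temperature; remaining NADPH was read by diaphorase/resazurin fluorescence.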
TrxR1 substrate: substrates of rat thioredoxin reductase 1; O89049; purified TrxR1 substrate turnover, NADPH consumption readout; Potency, µM (top dose mostly 114 µM), for inactives: top-dose activity change, negative = substrate turnover; 0.01% of 390,000 active; AID 588456; also: % is scaled to controls: 0 for no effect and ±100 for the full control effect; nearly all actives have a fitted effect of over 50% in size
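Rat TrxR1, dispensed at 90 nM, was prereduced with 400 uM NADPH (final) for 5 min at ~22 deg C, then incubated with compound 15 min before 400 uM selenite. A first-read NADPH fluorescence drop versus no-compound background flagged substrates.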
Vif-APOBEC3G blk: blocks the Vif interaction with human APOBEC3G. HeLa A3G-eYFP + Vif (tagged APOBEC3G with the HIV-1 protein that degrades it), YFP fluorescence, overnight. Potency, µM (top dose mostly 46.1 µM), inactives show at the top dose activity, negative = active, hits mostly inhibitors. 0.076% of 410,000 active. AID 602310;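 also: % is scaled to controls: 0 for no effect and ±100 for the full control effect; nearly all actives have a fitted effect of over 60% in size; hits raise eYFP signal because A3G escapes Vif-driven loss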
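Read-out is eYFP fluorescence (Ex 488/Em 500-530) from Vif-expressing HeLa A3G-eYFP cells; more signal means A3G escaped Vif-mediated degradation. Cells plated overnight, compound pinned in, incubated overnight at 37 deg C.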
RGS4 inh: inhibitors of human regulator of G protein signaling 4 | P49798 | Transcreener GDP fluorescence polarization, RGS4-accelerated GTP hydrolysis | 0.039% of 390,000 active | Potency, µM (series often up to 114 µM), without a hit: top-dose activity change, negative = inhibition, most hits filed as inhibitors; also: % is scaled to controls: 0 for no effect and ±100 for the full control effect; nearly all actives have a fitted effect of over 75% in size; some results filed as inactive show a strong effect at the top dose
Target sequence (P49798 whole entry, looked up): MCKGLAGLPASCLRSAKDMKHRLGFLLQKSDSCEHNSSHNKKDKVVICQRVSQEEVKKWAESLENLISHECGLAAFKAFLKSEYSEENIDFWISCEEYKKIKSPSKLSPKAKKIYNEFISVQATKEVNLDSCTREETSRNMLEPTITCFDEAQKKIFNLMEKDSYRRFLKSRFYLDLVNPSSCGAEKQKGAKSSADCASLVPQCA
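MLSMR compounds (23 nl, pin-transferred) preincubated 10 min at room temperature with a 500nM (2x) first reagent, then RGS4 at 900nM (2x) plus Transcreener GDP mix added; fluorescence polarization (620/688 nm) read before and after 90 min at 30 °C.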
USP1-UAF1 inh: USP1/UAF1 (human) deubiquitinase inhibition | recombinant USP1/UAF1, Ub-Rhodamine cleavage fluorescence | Potency, µM (doses to about 57.1 µM), for the others: at the top dose activity change, negative = inhibition, hits mostly inhibitors | 0.23% of 390,000 active | AID 743255; also: % is scaled to controls: 0 for no effect and ±100 for the full control effect; nearly all actives have a fitted effect of over 60% in size; inactives centre near -12
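Step one: compound is pinned into 1nM USP1/UAF1 in HEPES pH 7.8 buffer with TCEP. Step two: 15 min room-temperature incubation. Step three: Ub-Rho (150nM final) starts cleavage, tracked by fluorescence over six one-minute reads.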
Vif-APOBEC3F blk: Vif-A3F binding inhibition; 0.2% of 390,000 active; HeLa A3F-eYFP + Vif (tagged APOBEC3F with the HIV-1 protein that degrades it), YFP fluorescence increase; AID 602313; Potency, µM (highest dose often 46.1 µM), inactives show at the highest dose activity, negative = active; also: % of control where 0% means no effect; nearly all actives have a fitted effect of over 65% in size
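HeLa cells stably expressing Vif plus C-terminally eYFP-tagged A3F were seeded, incubated overnight at 37 deg C, dosed with compound, incubated overnight again at 37 deg C. Yellow fluorescence (Ex 488/Em 500-530) reported blocked Vif-mediated A3F-eYFP degradation.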
RXFP1 agonist: RXFP1 (human) receptor agonism. HEK293T-RXFP1 cAMP TR-FRET, 30 min; response scale: percent of porcine relaxin response, buffer zero. Potency, µM (titrated, usually from 57.5 µM), for the others: at the top dose activation, most hits filed as activators. 0.3% of 370,000 active; also: % is scaled to controls: 0 for no effect and ±100 for the full control effect; nearly all actives have a fitted effect of over 60% in size; many of its hits are not listed in these tables
Target sequence (Q9HBX9 whole entry, looked up): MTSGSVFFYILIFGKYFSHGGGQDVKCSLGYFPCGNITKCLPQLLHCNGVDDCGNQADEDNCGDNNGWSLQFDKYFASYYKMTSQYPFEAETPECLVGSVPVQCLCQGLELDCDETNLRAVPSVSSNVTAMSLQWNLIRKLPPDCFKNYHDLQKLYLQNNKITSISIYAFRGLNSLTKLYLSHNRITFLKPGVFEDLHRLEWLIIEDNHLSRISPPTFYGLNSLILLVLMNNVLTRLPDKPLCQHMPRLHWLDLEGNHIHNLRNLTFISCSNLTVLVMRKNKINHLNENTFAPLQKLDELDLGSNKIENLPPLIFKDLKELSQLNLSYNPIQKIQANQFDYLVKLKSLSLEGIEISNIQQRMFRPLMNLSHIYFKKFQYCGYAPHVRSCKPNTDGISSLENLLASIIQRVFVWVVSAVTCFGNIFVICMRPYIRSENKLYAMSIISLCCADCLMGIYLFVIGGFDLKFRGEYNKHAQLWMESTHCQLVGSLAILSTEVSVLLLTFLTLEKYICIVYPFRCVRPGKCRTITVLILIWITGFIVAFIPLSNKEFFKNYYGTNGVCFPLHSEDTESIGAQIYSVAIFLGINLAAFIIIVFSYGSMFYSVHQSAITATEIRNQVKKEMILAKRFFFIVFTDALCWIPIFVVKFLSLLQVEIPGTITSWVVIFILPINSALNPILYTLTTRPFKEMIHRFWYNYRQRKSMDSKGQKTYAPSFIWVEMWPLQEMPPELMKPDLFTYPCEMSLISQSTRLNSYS
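HEK293T cells stably expressing RXFP1 were pretreated with the PDE4 inhibitor Ro 20174, exposed to compounds for 30 min at 37C, lysed, and cAMP was read by TR-FRET. Data normalized to buffer (basal) and 29 nM porcine relaxin (100%).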
12-LOX inh: inhibitors of human 12S-lipoxygenase ALOX12. 1.1% of 580,000 active. purified 12hLO, xylenol orange hydroperoxide absorbance. Potency, µM (top dose mostly 108 µM), without a hit: at the top dose activity change, negative = inhibition, actives largely listed as inhibitors. AID 1671190; also: % is scaled to controls: 0 for no effect and ±100 for the full control effect
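Hydroperoxide product was detected by ferrous iron/xylenol orange as the 573 to 405 nm absorbance ratio. Arachidonic acid at 40 uM (final) was turned over for 30 min at room temperature by 150 nM human 12hLO, pH 7.0 Hepes buffer, after 15 min compound preincubation.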
An asterisk follows results filed as active; i = inactive; u = inconclusive; x = not tested or not shown; [ ] = another dose, or the depositor's remark. Calls follow the shape of the dose curve; as a rule, active = well fitted curve in the direction sought with a large enough effect; inconclusive = small, poorly fitted or top-dose-only effect, or another doubt; inactive = no such curve, though single readings can be large; an effect the other way counts as inactive or inconclusive. Potency is read from the fitted curve at half-maximal effect. Some of the compounds tested; rates above refer to the full screens.

SMILES	rTrxR1 inhibitor	IDH1 R132H inh	TrxR1 substrate	Vif-APOBEC3G blk	RGS4 inh	USP1-UAF1 inh	Vif-APOBEC3F blk	RXFP1 agonist	12-LOX inh
c1ccc(CN2CCOCCOCCOCC2)cc1	14%[57.1 µM]	0%	3%[57.1 µM]	2%	27%	-10%	8%	8.9%	151%[activator]
COc1ccccc1-n1c(SC(C)C(=O)NCC2CCCO2)nc2cc(Cl)ccc2c1=O (stereo not drawn)	14%	5%	3%	-8%	13%	-25%	-8%	3.4%	18%
CCOc1ccc(-n2nnc3c(=O)n(CC(=O)NCc4ccco4)cnc32)cc1	5%	8%	4%	-1%	u	-4%	-13%	8.6%	13%
COC(=O)CN(c1ccccc1F)S(=O)(=O)c1ccccc1	4%	6%	-5%	0%	18%	3%	4%	3.2%	19%
CC(=O)c1sc(NC(=O)c2ccco2)nc1-c1ccccc1	8%	3%	-3%	-3%	-12%	-7%	-7%	1.9%	x
Nc1nc(-c2ccc(Cl)cc2)nn1C(=O)c1cccs1	20%	0%	10%[57.1 µM]	-5%	4%	-24%	-31%	-0.3%	-10%
CCOC(=O)C(=O)NCc1ccc(/C=C2/N=C(C)C(C(=O)OCC)=C2O)o1	u	-3%	1%[57.1 µM]	2%	-33%	-21%	6%	-2.0%	-26%
NC(=O)COc1ccccc1/C=C1/SC(=O)N(CC(=O)N2CCc3ccccc3C2)C1=O	-16%	3%	-15%	-1%	-38%	-16%	-2%	1.9%	4%
O=C(NNC(=O)c1cccc(S(=O)(=O)Nc2ccccc2F)c1)c1ccncc1	x	13%	x	-7%	x	-16%	3%	x	u
CCS(=O)(=O)NCC(c1ccco1)N1CCN(c2ccc(OC)cc2)CC1 (stereo not drawn)	-1%[57.1 µM]	-10%	-7%[57.1 µM]	-3%	11%	-18%	1%	0.4%	0%
CC(=O)Nc1cccc(NC(=O)C2CC(=O)N(CCc3ccc(F)cc3)C2)c1 (stereo not drawn)	20%	-2%	5%	1%	0%	-1%	-12%	-5.3%	5%
CCC(C)(C)NC(=O)c1sccc1Oc1ccc(F)cc1[N+](=O)[O-]	0%[57.1 µM]	3%	-6%	6%	u	-8%	0%	0.8%	12%
CCN(C[C@H]1N[C@@](Cc2ccccc2)(C(=O)OC)[C@H]2C(=O)N(Cc3ccccc3)C(=O)[C@@H]12)C(=O)c1ccc(F)cc1	11%	-4%	-4%	0%	0%	-16%	9%	x	-13%
CC(=O)Nc1ccc(NC(=O)CN2CCN(c3ccccn3)CC2)cc1	0%[57.1 µM]	9%	9%[57.1 µM]	3%	-1%	-14%	17%	0.4%	2%
CC1=C(CC(=O)O)c2cc(F)ccc2C1=Cc1ccc(S(C)(=O)=O)cc1	-9%	-3%	-9%	-3%	25%	11%	10%	0.8%	-22%
CCOc1ccc(S(=O)(=O)N2CCC(C(=O)Nc3cccc(NC(C)=O)c3)CC2)cc1	-4%[57.1 µM]	6%	-4%[57.1 µM]	0%	5%	-2%	u	3.1%	0%
NS(=O)(=O)c1ccc(N2N=C(c3ccccc3)CC2c2cccc(Br)c2)cc1 (stereo not drawn)	-25%	-11%	434%[activator]	-5%	9%	-5%	7%	x	u
Cc1cc(OC2CCCCC2)nc(-c2ccccc2O)n1	7%	7%	-3%	0%	-22%	-19%	0%	-0.1%	-4%
CCc1nnc(NC(=O)CSc2nnc(Cc3cc(=O)[nH]c(=O)[nH]3)n2-c2ccc(OC)cc2)s1	7%[57.1 µM]	6%	-4%[57.1 µM]	4%	10%	-19%	2%	3.5%	-14%
O=C(Nc1ccnn1C1CCN(Cc2ccc(CO)o2)CC1)c1cccc(F)c1	x	-8%	x	1%	x	10%	-20%	x	u
S=c1nc(NCc2cccc(Cl)c2)c2ccccc2[nH]1	23%	-2%	2%	-1%	9%	-16%	5%	0.6%	-14%
Cn1c(C(=O)N2CCC(C(=O)N3CCOCC3)CC2)cc2sccc21	15%[57.1 µM]	20%	-3%[57.1 µM]	1%	-7%	-19%	-5%	0.0%	16%
O=C(COC(=O)c1cccc(S(=O)(=O)N2CCN(c3ccc(F)cc3)CC2)c1)NCC1CCCO1 (stereo not drawn)	16%[57.1 µM]	-3%	-10%	-1%	-35%	-9%	1%	1.8%	-8%
CC(=O)N1CCN(C(=O)c2ccc(OC3CCN(Cc4ccccn4)CC3)cc2)CC1	-8%	3%	1%	1%	-19%	-6%	-8%	3.1%	u
O=C(CSc1nc2sccc2c(=O)[nH]1)N1CCN(c2ccccc2)CC1	-25%	-8%	-7%	1%	-18%	-5%	-1%	3.0%	39%[activator]
Cc1cc(N(C)C)nc(SC(C)C)n1	9%[57.1 µM]	5%	9%[57.1 µM]	-1%	-21%	-16%	1%	-0.5%	23%
COc1ccc(C(CNC(=O)c2oc3ccc(OC)cc3c2C)N2CCCC2)cc1 (stereo not drawn)	8%	8%	22%	2%	-29%	-17%	1%	-1.1%	u
CCN(CC)C(=O)CSc1nc2c(sc(=S)n2-c2ccccc2)c(=O)n1-c1ccccc1OC	-11%	13%	-7%	0%	-14%	-22%	9%	-1.7%	0%
Cc1cc(CN(C)C(=O)C2CCC(=O)N(CCc3cccc(F)c3)C2)on1 (stereo not drawn)	-1%	3%	-3%	2%	8%	-11%	1%	0.1%	479%[activator]
CC(c1ccccc1)C1C(C#N)=C(N)OC2=C1C(=O)CC(C)(C)C2 (stereo not drawn)	3%	6%	4%	2%	-42%	-6%	-12%	0.9%	-5%
CCCn1c(=O)c2sccc2n2c(CCCC(=O)NCCOC)nnc12	15%	12%	5%	5%	13%	-19%	-3%	u	-16%
CCOc1ccc(NC(=O)CC2C(=O)OCCN2CC)cc1 (stereo not drawn)	u	15%	11%	0%	-4%	-25%	0%	-3.4%	-16%
COc1ccc(C(=O)CSc2nc(C)cc(=O)[nH]2)cc1	1%	-1%	-10%	6%	19%	7%	-1%	1.1%	u
COc1ccc(OC)c(CNC(=O)CCNC(=O)Cn2ccc3ccccc3c2=O)c1	8%[11.4 µM]	1%	5%[11.4 µM]	5%	-29%	-11%	1%	1.1%	u
CCOc1cc(C)c(C(C)C)cc1S(=O)(=O)n1ccnc1CC	8%	u	9%[11.4 µM]	2%	-14%	-8%	-6%	6.5%	4%
CC(c1nc2ccccc2o1)N1C(=O)c2ccccc2C1=O (stereo not drawn)	14%	3%	8%	-1%	1%	4%	-2%	-3.6%	14%
COC(=O)N(C)c1ccccc1C(=O)N1CCOCC1	33%	6%	7%	-1%	-21%	-18%	15%	-0.3%	0%
Cc1cccc(CN2CCN(c3nc4nonc4nc3NC3CC3)CC2)c1	13%[57.1 µM]	6%	-8%[57.1 µM]	0%	-5%	-18%	6%	-1.1%	i
CCN(C(=O)CSc1nnc(-c2cccc(Cl)c2)n1N)c1c(N)n(Cc2ccccc2)c(=O)[nH]c1=O	16%	-7%	4%	-1%	-31%	-6%	4%	x	0%
CC(C)CC(=O)Nc1ccccc1-c1nnn(CC(=O)N2CCOCC2)n1	12%	15%	5%	-1%	-5%	-12%	-5%	1.6%	3%
COC(=O)c1cc(OC)c(OC)cc1NC(=O)CCC1CCCC1	28%[57.1 µM]	12%	48%[activator]	0%	37%	-14%	-9%	0.0%	-27%
O=C(N/N=C/c1ccc(O)c([N+](=O)[O-])c1)C(O)(c1ccccc1)c1ccccc1	0%	1%	-14%	-1%	3%	-15%	8%	-0.9%	4%
Cc1ccc(S(=O)(=O)c2cn(Cc3ccccc3)c3cc(N4CCCC4)c(F)cc3c2=O)cc1	56%[activator]	29%	85%[activator]	-2%	-9%	-14%	7%	5.9%	2%
CC(=O)c1cc(-c2ccccc2)n(CC(=O)NC2CCCC2)c1C	22%	7%	10%	5%	2%	-8%	4%	12%	9%
COC(=O)c1c(NC(=O)/C=C/C(=O)O)sc(C)c1-c1ccc(C)c(C)c1	-2%	u	-8%	-22%	-8%	-21%	-5%	-0.2%	-25%
CCCCn1c(N)c(N(Cc2ccccc2OC)C(=O)C2=COCCO2)c(=O)[nH]c1=O	20%	5%	-4%[57.1 µM]	0%	-14%	-2%	-43%	-1.9%	21%
Cc1ccc(-c2ccc(S(=O)(=O)Nc3cccnc3)cc2)cc1	14%[57.1 µM]	3%	12%	-2%	-41%	-20%	-11%	-2.8%	1%
CCc1ccc(NC(=O)N(Cc2cn(CC)c3ccccc23)C2CCCCC2)cc1	4%	-7%	-8%	-2%	17%	-19%	0%	-0.7%	-5%

3 compounds already listed, arranged by the number in USP1-UAF1 inh, high to low:
smiles,rTrxR1 inhibitor,IDH1 R132H inh,TrxR1 substrate,Vif-APOBEC3G blk,RGS4 inh,USP1-UAF1 inh,12-LOX inh
O=C(N/N=C/c1ccc(O)c([N+](=O)[O-])c1)C(O)(c1ccccc1)c1ccccc1,0%,1%,-14%,-1%,3%,-15%,4%
CCc1ccc(NC(=O)N(Cc2cn(CC)c3ccccc23)C2CCCCC2)cc1,4%,-7%,-8%,-2%,17%,-19%,-5%
Cc1ccc(-c2ccc(S(=O)(=O)Nc3cccnc3)cc2)cc1,14%[57.1 µM],3%,12%,-2%,-41%,-20%,1%
